PGK inhibitor: inhibitors of T. brucei phosphoglycerate kinase; Potency, µM (doses to about 57.5 µM), for inactives: at the top dose activity change, negative = inhibition, actives largely listed as inhibitors; P07378; 0.043% of 380,000 active; PGK/GAPDH coupled, Kinase-Glo luminescence, 60 min; also: % is scaled to controls: 0 for no effect and ±100 for the full control effect; nearly all actives have a fitted effect of over 60% in size
Target sequence (P07378 whole entry, looked up): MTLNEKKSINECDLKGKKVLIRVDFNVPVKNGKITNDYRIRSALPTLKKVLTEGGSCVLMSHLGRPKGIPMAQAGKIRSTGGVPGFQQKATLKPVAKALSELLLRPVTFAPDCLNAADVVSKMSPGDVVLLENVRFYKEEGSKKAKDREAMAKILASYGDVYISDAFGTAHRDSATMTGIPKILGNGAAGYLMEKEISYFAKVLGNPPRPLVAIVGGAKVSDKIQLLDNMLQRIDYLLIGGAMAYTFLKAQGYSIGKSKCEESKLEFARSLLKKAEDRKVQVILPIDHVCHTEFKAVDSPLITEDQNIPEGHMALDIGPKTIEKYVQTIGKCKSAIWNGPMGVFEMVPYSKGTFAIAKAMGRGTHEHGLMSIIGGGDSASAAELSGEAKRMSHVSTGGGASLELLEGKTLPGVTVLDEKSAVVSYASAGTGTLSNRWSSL
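Recombinant glycosomal PGK reaction used 1,3-bisphosphoglycerate generated in-well by GAPDH (100nM final) in 100mM TEA pH 7.6, 5mM MgCl2, 0.01% Tween-20. After 60 minutes at room temperature, ATP was read by Kinase-Glo Plus luminescence end-point.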
BAZ2B inh: BAZ2B (human) inhibition; Q9UIF8; AlphaScreen BAZ2B-H3K14Ac peptide displacement; Potency, µM (series often up to 114 µM), for the others: top-dose activity change, negative = inhibition, most hits filed as inhibitors; 4.4% of 360,000 active; AID 504333; also: % is scaled to controls: 0 for no effect and ±100 for the full control effect; nearly all actives have a fitted effect of over 60% in size
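AlphaScreen displacement: compounds (up to 110uM) incubated 30 min at room temperature with a preformed 50 nM BAZ2B/50 nM biotinylated H3K14Ac peptide complex in PBS pH 7.4 with Tween-20. Donor and acceptor beads at 10 ug/mL final added, 20 min light-protected before reading.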
JMJD2A Tudor inh: inhibitors of human JMJD2A Tudor domain; O75164; AlphaScreen JMJD2A-Tudor / H3K4me3 peptide binding; Potency, µM (highest dose often 114 µM), inactives show at the highest dose activity change, negative = inhibition, most hits filed as inhibitors; 4.4% of 390,000 active; AID 504339; also: % is scaled to controls: 0 for no effect and ±100 for the full control effect; nearly all actives have a fitted effect of over 50% in size
G9a block: blocks human histone lysine methyltransferase G9a; 8.8% of 350,000 active; G9a H3K9 monomethylation, AlphaScreen, 2 h; Q96KQ7; Potency, µM (top dose mostly 102 µM), without a hit: at the top dose activity, negative = inhibition, most hits filed as inhibitors; also: % is scaled to controls: 0 for no effect and ±100 for the full control effect; nearly all actives have a fitted effect of over 75% in size
Target sequence (Q96KQ7 913-1193 limits assumed): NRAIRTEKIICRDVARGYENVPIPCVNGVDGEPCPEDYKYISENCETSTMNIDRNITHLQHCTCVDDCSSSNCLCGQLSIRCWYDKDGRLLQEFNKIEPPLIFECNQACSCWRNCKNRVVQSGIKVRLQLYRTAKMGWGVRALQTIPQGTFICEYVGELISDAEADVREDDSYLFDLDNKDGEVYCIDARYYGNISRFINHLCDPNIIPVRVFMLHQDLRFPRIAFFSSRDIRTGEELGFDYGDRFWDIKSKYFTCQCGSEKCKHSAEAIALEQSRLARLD
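Readings reflect AlphaScreen signal from monomethyl-H3K9 antibody detection. HMT at 20 nM; substrate b-H3K9 500 nM; cofactor SAM 20 uM; 2 h RT reaction; compounds tested as titrations in qHTS with 15 min preincubation.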
Pin1 inh: inhibitors of human Pin1; Pin1 FP peptide displacement, HiFluor488, 10 min; Potency, µM (series often up to 115 µM), inactives show at the highest dose activity, negative = inhibition, hits mostly inhibitors; 0.009% of 390,000 active; active = well fitted inhibition curve with a large enough effect in the polarisation, with a control signal flat, not every such curve was filed as active; inconclusive = small, poorly fitted or top-dose-only effect, or effect the other way, or a change in a side signal; inactive = no such curve, though single readings can be large or run the other way; the % refers to the polarisation; also: % is scaled to controls: 0 for no effect and ±100 for the full control effect
HP1b chromo inh: HP1-beta chromodomain-methylated histone interaction inhibition | P83916 | AlphaScreen HP1-beta / biotin-H3K9me3 peptide binding | Potency, µM (doses to about 114 µM), inactives show top-dose activity change, negative = inhibition, actives largely listed as inhibitors | 0.56% of 390,000 active | AID 540317; also: nearly all actives have a fitted effect of over 70% in size; inactives centre near 23
Target sequence (P83916 whole entry, looked up): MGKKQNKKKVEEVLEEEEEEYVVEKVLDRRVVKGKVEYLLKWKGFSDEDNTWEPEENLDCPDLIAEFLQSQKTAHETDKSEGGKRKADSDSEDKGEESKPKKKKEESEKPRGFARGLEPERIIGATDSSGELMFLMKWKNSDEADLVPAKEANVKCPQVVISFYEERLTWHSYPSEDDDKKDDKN
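AlphaScreen: HP1-beta (50 nM) preformed 30 min with biotin-H3(1-18)K9me3 peptide (50 nM) in PBS pH 7.4, 0.01% Tween-20. Compound added for 30 min at RT, then streptavidin donor/nickel chelate acceptor beads (10 ug/mL) for 30 min.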
BLM helicase inh: blocks DNA unwinding by human BLM helicase. P54132. recombinant BLM DNA unwinding, fluorescence dequenching. Potency, µM (doses to about 56.1 µM), for inactives: at the highest dose activity change, negative = inhibition, actives largely listed as inhibitors. 0.2% of 350,000 active. AID 2528;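 also: plate controls were vehicle for no effect and no enzyme for full effect; nearly all actives have a fitted effect of over 35% in size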
GLS inh: blocks human kidney-isoform glutaminase activity; O94925; GLS enzymatic activity, qHTS titration; Potency, µM (highest dose often 45.5 µM), for the others: top-dose activity change, negative = inhibition, usual class: inhibitors; 0.21% of 410,000 active; also: % is scaled to controls: 0 for no effect and ±100 for the full control effect
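hKGA in 45 mM KH2PO4 (pH 8.2), 0.02% Tween-20 with compound, then 1mM L-Glutamine (stock as added) plus glutamate oxidase/HRP/Amplex red coupling mix. Fluorescence read initially and after 30 min at RT; signal change reflects glutamate formation.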
POLI inh: inhibitors of human DNA polymerase iota; 1% of 390,000 active; AID 588590; Potency, µM (doses to about 115 µM), for the others: top-dose activity, negative = inhibition, hits mostly inhibitors; Pol iota fluorescent replication assay, 10 min; Q9UNA4
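Fluorescent replication assay read twice, at 0 min and 10 min after adding 50 nM (final) substrate. Enzyme (10 nM) and compounds were first incubated 15 min at room temperature; enzyme-free buffer wells were negative controls.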
* marks the source's active call; other numbers are inactive results; i = inactive; ? = inconclusive; nt = no result given; [ ] = dose if it differs, or a comment. Unless noted, calls follow the shape of the dose curve; as a rule, active = well fitted curve in the direction sought with a large enough effect; inconclusive = small, poorly fitted or top-dose-only effect, or another doubt; inactive = no such curve, though single readings can be large; an effect the other way counts as inactive or inconclusive. Potency is read from the fitted curve at half-maximal effect.

BAZ2B inh	Pin1 inh	JMJD2A Tudor inh	G9a block	HP1b chromo inh	POLI inh	GLS inh	BLM helicase inh	PGK inhibitor	molecule
-1%	-22%	-6%	32µM*	38%	83%[activator]	2%	-7%	7%	O=C(NCCO)/C(=C\c1ccco1)NC(=O)c1ccco1
-25%	-2%	-19%	?	19%	26%	4%	nt	i	Cc1n[nH]c(=O)c2c(NC(=O)CSc3nn(-c4ccccc4)c(=S)s3)oc(C)c12
-5%[57.1 µM]	-9%	-19%	-6%	15%	3%	8%	-4%	-5%	Cc1c(OC(C)C(=O)NC2CC(C)(C)NC(C)(C)C2)ccc2c3c(c(=O)oc12)CCC3 (stereo not given)
-1%	-1%	-28%	?	24%	25%	7%	-12%	7%	Cc1ccccc1NC(=S)NC(NC(=O)c1ccco1)C(Cl)(Cl)Cl (stereo not given)
12%	6%	3%	14%[59 µM]	31%	14%	5%	4%	2%	Cc1ccc(-c2cc(-c3ccccc3)c(C#N)c(Br)n2)cc1
-22%	-6%	8%	-35%	53%[activator]	-4%	-2%	-7%	-3%	Cc1ccc(CSC2=NCCN2C(=O)c2ccco2)cc1
68%[activator]	-1%	64%[activator]	30%[59 µM]	110%[activator]	1%	0%	-2%	8%	CCCCN(C)S(=O)(=O)c1cc(-c2cc(C)no2)ccc1C
nt	-6%	-34%	nt	-12%	41%[activator]	5%	nt	-6%	CN(c1ccccc1)S(=O)(=O)c1cccc(NC(=O)CCNC(=O)c2ccc([N+](=O)[O-])cc2)c1
108%[activator]	-3%	161%[activator]	nt	254%[activator]	-3%	11%	-8%	2%	c1ccc2sc(SCSc3nc4ccccc4s3)nc2c1
-25%	1%	?	?	11%	-7%	2%	-7%	-2%	CC(=O)c1c(COC(=O)c2cccc(C)c2)nc2ccccc2[n+]1[O-]
-18%	7%	9%	1%	31%	107%[activator]	-10%	-4%	6%	O=C(CN(C(=O)CCC(=O)Nc1ccccn1)c1cccc(F)c1)NCc1ccc(F)cc1
-31%	28%	?	-16%[59 µM]	3%	?	-1%	-9%	i	Cc1ccc(C)c(N2CCN(C(=O)c3cc4c(=O)n(Cc5cccs5)ccc4nc3C)CC2)c1
11%	4%	-14%	-6%[59 µM]	70%[activator]	18%	7%	0%	7%	Cc1cc(C)c2c(-n3cccc3)c(C(=O)NCCc3ccc(Cl)cc3)sc2n1
-9%	2%	-24%	-24%	44%[activator]	12%	-7%	0%	0%	O=C(O)CCCC(=O)Nc1cc([N+](=O)[O-])ccc1O
nt	2%	8%	nt	16%[57 µM]	41%[activator]	-27%	nt	-1%	CCOC(=O)c1ccc(N(CC2CO2)S(=O)(=O)c2ccc(C)cc2)cc1 (stereo not given)
0%	-2%	-22%	-1%	10%	31%[activator]	4%	3%	-1%	COc1ccc(/C=C/C(=O)OCC(=O)N2CC(=O)Nc3ccccc32)cc1
0%	3%	-21%	?	10%	8%	-26%	nt	-2%	O=[N+]([O-])c1ccc(CSc2ccc(S(=O)(=O)N3CCCCCC3)cn2)cc1
-33%	1%	?	?	-8%	-4%	29%	nt	0%	CCN(CC)c1ccc(NC(=O)c2ccc(=O)[nH]c2)cc1S(=O)(=O)Nc1ccc(OC)cc1
-1%	0%	4%	17%	31%	-15%	-3%	-5%	-3%	NS(=O)(=O)c1ccc(CCNC(=O)c2cnccn2)cc1
90%[activator]	-11%	111%[activator]	6%[12.7 µM]	123%	23%	-4%	-4%	-4%	C=CCSc1nnc(-c2ccc(Cl)cc2Cl)o1
-2%	-6%	-10%	0%	14%	-7%	7%	-4%	i	COc1ccc(/C=N/NC(=O)Cn2cnc3c2c(=O)n(C)c(=O)n3C)cc1
-11%	-5%	-11%	3%[59 µM]	-27%	51%[activator]	14%	-4%	0%	CC(=O)c1ccc(NC(=O)/C(=C\c2ccccc2)NC(=O)c2ccco2)cc1
50µM*	?	3.2µM*	?	-17%[57 µM]	53%[activator]	6%	1%	-1%	COc1cc2c(cc1OC)CN(Cc1ccc(F)cc1)CC2
8%	-7%	5%	14%[59 µM]	25%	9%	7%	-1%	0%	NC(=O)C1CCN(CC(=O)NCc2ccccc2)CC1
-4%	-2%	-13%	-48%	27%	4%	5%	-3%	8%	COc1cc(NC(=O)Cn2ncc3c2-c2ccccc2OC3)cc(OC)c1OC
0%	?	-1%	6%[59 µM]	30%	62%[activator]	0%	-11%	-1%	Cc1cc2nc(SCCOC(=O)Nc3cccc(Cl)c3)nc(C)c2cc1C
-1%	-1%	-12%	?	9%	171%[activator]	1%	7%	i	O=C(COc1cccnc1[N+](=O)[O-])N1CCN(S(=O)(=O)c2ccc3ccccc3c2)CC1
?	1%	-6%	0%[2.33 µM]	43%[activator]	-1%	16%	nt	2%	S=C(NC1CC1)SCc1ccco1
22%	2%	-12%	?	21%	17%	0%	6%	-1%	Cc1cc(OCC(=O)c2ccc(Br)cc2)ccc1N1C(=O)CCC1=O
-16%	-6%	-17%	5%	24%	-6%	-3%	-1%	0%	O=C(CCn1cccn1)N1CCCC(N2CCN(c3cccc(Cl)c3)CC2)C1 (stereo not given)
1%	-10%	-17%	14%[12.7 µM]	28%	-3%	0%	5%	-9%[11.5 µM]	O=C(O)CCCCNCc1ccccc1
-26%	?	-24%	-42%[59 µM]	13%	13%	4%	-13%	1%	Cc1ccc(Nc2nc(Nc3ccc(C)c(C)c3)nc(N3CCOCC3)n2)cc1C
?	39%[activator]	-27%	35µM*	-11%	35µM*	-4%	-3%	-3%	Cc1cc(C=C2C(=O)c3ccccc3C2=O)c(C)n1-c1ccc(C(=O)O)cc1
6%	-4%	79µM*	9%[2.33 µM]	?	12%	?	nt	-16%	O=C(CN1CCN(c2ccc(O)cc2)CC1)N(C1CC1)C1CCS(=O)(=O)C1 (stereo not given)
-25%	0%	2%	15%	16%	150%[activator]	24%	-1%	-2%	C(=N\Nc1ccc2nncn2n1)/c1ccco1
-12%	4%	-25%	-22%	32%	61%[activator]	-8%	-3%	-6%	COc1ccc2c(c1)C(NC(C)=O)C(=O)N2CCc1ccccc1 (stereo not given)
?	0%	?	?	-20%	6%	0%	-5%	-6%	CCOC(=O)C1(Cc2ccccc2)CCN(Cc2cccn2-c2cccnc2)CC1
?	31%[activator]	-19%	?	-24%	-20%	11%	-3%	-9%	O=[N+]([O-])c1ccc(Oc2cccc3cccnc23)c([N+](=O)[O-])c1
5%	2%	28µM*	42%[activator]	-2%	?	1%	-1%	-9%	O=C(Nc1ccccc1)c1cc(-c2ccccc2Cl)no1
nt	0%	-13%	nt	23%	-3%	-11%	nt	i	O=[N+]([O-])c1cccc(COc2ccc(CN3CCCCC3)cc2)c1
-1%	-1%	-9%	14%[59 µM]	28%	1%	0%	1%	-2%	COC(=O)C1(O)CC(C(C)C)=NN1C(=O)c1ccccc1 (stereo not given)
-6%	-1%	-9%	10µM*	?	?	-7%	nt	-4%	CCN(CC(=O)Nc1c(F)cccc1F)C(=O)Cc1ccc2c(c1)CCC2
0%	0%	-5%	nt	33%	29%	1%	3%	-3%	COc1ccc(C(=O)Nc2ccc(S(=O)(=O)Nc3cc(C)nc(C)n3)cc2)cc1OC
2%	?	-7%	-15%[59 µM]	34%	-15%	7%	nt	7%	COc1ccc2oc(C(=O)OC(C)C(=O)Nc3ccc(N4CCOCC4)cc3)c(C)c2c1 (stereo not given)
?	-2%	?	?	2%	-26%	12%	142%[activator]	19%	CCN(CC)CCNC(=O)c1ccc2c(=O)n3nc(Nc4cccc(Cl)c4C)sc3nc2c1
-16%	0%	10%	86%	27%	-11%	2%	1%	3%	COCCNC(=O)c1cc(-c2ccccn2)nc2ccc(S(=O)(=O)N3CCC(C)CC3)cc12
-1%	3%	0%	7%[59 µM]	43%	12%	-1%	-5%	-5%	CC(C)c1cc(-c2nc(-c3ccc(Br)cc3)no2)n[nH]1
1%	0%	4%	29%[59 µM]	42%[activator]	5%	3%	-2%	0%	Cc1ccc2c(c1)-c1c(cnc3cc(-c4ccc(F)cc4)nn13)CO2
2%	1%	-15%	nt	15%	6%	7%	5%	-10%	CCC(C)NC(=O)C1c2ccccc2Oc2ccccc21 (stereo not given)
0%	0%	-5%	8%	53%[activator]	63%[activator]	-3%	-10%	-5%	O=C1NC2(CCCCCC2)C(=O)N1Cc1ccc(Cl)cc1Cl
-7%	-9%	-11%	nt	30%	17%	17%	-2%	4%	COc1cc(CNc2nnnn2C)ccc1OCc1c(F)cccc1Cl
-10%	-2%	-21%	3%[59 µM]	8%	-3%	0%	-1%	-4%	CCN1CCN(Cc2c(O)ccc3c(=O)c(-c4ccccc4OC)coc23)CC1
4%	3%	-5%	6%[59 µM]	28%	9%	-14%	0%	-3%	COc1ccc(NC(C)=O)cc1NC(=O)CN1CCN(C(=O)c2ccco2)CC1
-29%	-4%	2%	7%	32%	3%	9%	1%	3%	Cc1c(N(C)S(=O)(=O)c2cc(C(=O)N3CCCC3)ccc2Cl)c(=O)n(-c2ccccc2)n1C

An excerpt; the hit share may differ from the screen's.
